Assay outcomes (PubChem)
S-ASM inh = blocks human secretory acid sphingomyelinase; P17405; Potency, µM (titrated, usually from 57.5 µM), for the others: at the top dose activity change, negative = inhibition, usual class: inhibitors; placental ASM, HMU-PC fluorogenic substrate, 60 min; actives 0.006% (n = 340,000); note: potency is the fitted concentration of half-maximal effect
Target sequence (P17405 47-631 limits assumed): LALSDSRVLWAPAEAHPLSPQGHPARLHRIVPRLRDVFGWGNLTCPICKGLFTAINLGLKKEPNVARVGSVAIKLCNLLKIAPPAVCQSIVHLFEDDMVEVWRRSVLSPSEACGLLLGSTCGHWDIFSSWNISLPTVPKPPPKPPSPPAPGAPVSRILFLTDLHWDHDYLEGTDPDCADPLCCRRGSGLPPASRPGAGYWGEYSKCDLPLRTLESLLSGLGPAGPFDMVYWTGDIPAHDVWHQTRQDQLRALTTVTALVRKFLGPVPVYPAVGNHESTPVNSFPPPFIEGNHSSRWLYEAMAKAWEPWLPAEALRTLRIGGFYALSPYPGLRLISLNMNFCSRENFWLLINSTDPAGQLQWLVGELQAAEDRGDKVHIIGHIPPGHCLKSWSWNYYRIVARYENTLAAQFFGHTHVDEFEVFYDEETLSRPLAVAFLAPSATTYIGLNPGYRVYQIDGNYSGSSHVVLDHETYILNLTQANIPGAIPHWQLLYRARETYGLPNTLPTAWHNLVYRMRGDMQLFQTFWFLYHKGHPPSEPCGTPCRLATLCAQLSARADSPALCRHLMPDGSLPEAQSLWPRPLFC
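Human placenta-derived ASM preincubated with compound 10 min at room temperature, then reacted with 9 uM (final) fluorogenic HMU-PC substrate for 60 min at 37 C. Stop solution raises pH to 10; fluorescence read at Ex 386/Em 447 nm.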
Eya2 phos inh = blocks the phosphatase activity of human Eya2 | Potency, µM (highest dose often 76.9 µM), for inactives: at the highest dose activity, negative = inhibition, usual class: inhibitors | recombinant Eya2, OMFP fluorescence dephosphorylation (OMFP is methylfluorescein phosphate) | O00167 | actives 0.006% (n = 330,000); note: potency is the fitted concentration of half-maximal effect; % is set by controls: 0 for no effect and ±100 for the full control effect
Target sequence (O00167 whole entry, looked up): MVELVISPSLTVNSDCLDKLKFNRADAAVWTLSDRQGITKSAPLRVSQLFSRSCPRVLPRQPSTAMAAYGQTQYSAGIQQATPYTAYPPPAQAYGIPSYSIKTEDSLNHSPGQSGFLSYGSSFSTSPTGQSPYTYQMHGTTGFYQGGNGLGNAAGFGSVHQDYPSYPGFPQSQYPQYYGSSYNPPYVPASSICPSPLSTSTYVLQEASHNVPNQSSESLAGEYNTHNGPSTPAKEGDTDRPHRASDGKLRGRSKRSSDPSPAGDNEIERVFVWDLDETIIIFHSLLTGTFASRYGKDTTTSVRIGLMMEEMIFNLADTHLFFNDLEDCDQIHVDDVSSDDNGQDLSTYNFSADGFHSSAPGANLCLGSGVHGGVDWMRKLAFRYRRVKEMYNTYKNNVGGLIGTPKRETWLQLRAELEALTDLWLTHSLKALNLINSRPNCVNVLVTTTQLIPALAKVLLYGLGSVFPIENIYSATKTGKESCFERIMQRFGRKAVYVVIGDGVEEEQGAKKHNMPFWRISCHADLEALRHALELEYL
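Eya2 (0.2 uM) preincubated 10 min at ambient with compound, then OMFP substrate added at 50 uM; 10 min reaction in 50 mM HEPES pH 7.5, 50 mM NaCl, 5 uM MgCl2, 0.05% BSA, 1 mM DTT. Fluorescence read at Ex 485/Em 525 nm.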
KCNH2 WT inh = inhibitors of human wildtype KCNH2 potassium channel; U2OS, BacMam KCNH2, thallium flux FluxOr; active compounds read low; activity change, % at 1.84 µM; actives 0.37% (n = 340,000); AID 720551; Q12809;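 active = maximum activity change below -70%; inconclusive = maximum activity change between -70% and -50%; inactive = maximum activity change above -50%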; note: % is set by controls: 0 for no effect and ±100 for the full control effect
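U2OS cells transduced with wild-type KCNH2 virus are loaded with FluxOr dye for 45 min, and thallium flux is measured in kinetic reads before and after stimulation buffer. Rate constants are normalized to DMSO controls.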
Mito fusion yeast = blocks mitochondrial division or promotes mitochondrial fusion | S. cerevisiae fusion-defective mutant growth rescue, CellTiterGlo 48 h | Potency, µM (titrated, usually from 46.1 µM), inactives show top-dose growth rescue (activation), usual class: activators | actives 0.23% (n = 320,000) | AID 485298;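 note: potency is the fitted concentration of half-maximal effect; % of control where 0% means no effect; nearly all actives have a fitted effect of over 45% in size; temperature-sensitive fusion mutants such as fzo1-1 at 37 °C on non-fermentable ethanol glycerol medium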
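Temperature-sensitive fusion-defective S. cerevisiae (e.g. fzo1-1, mgm1-5) were grown with compound in YPEG medium (3% ethanol, 3% glycerol) for 48 hours at 37C. Growth rescue was measured as viability by CellTiterGlo luminescence after 10 minutes at ambient.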
Menin MLL FP TR = displaces Texas Red mutant MLL peptide from human menin; O00255; Menin + Texas Red MLL mutant peptide, fluorescence polarization; Potency, µM (titrated, usually from 61.6 µM), for the others: at the highest dose FP activity change, negative = inhibition, usual class: inhibitors; actives 0.23% (n = 270,000); active = well fitted inhibition curve with a large enough effect in the polarisation, with a control signal flat, not every such curve was filed as active; inconclusive = small, poorly fitted or top-dose-only effect, or effect the other way, or a change in a side signal; inactive = no such curve, though single readings can be large or run the other way; the % refers to the polarisation; note: potency is the fitted concentration of half-maximal effect; % of control where 0% means no effect; many of its hits are not listed in these tables
GALK inhibitor = inhibitors of human galactokinase; Potency, µM (titrated, usually from 57.5 µM), without a hit: at the highest dose activity change, negative = inhibition, usual class: inhibitors; Purified GALK, Kinase-Glo residual ATP luminescence; AID 1868; actives 0.007% (n = 270,000); P51570; note: potency is the fitted concentration of half-maximal effect; % is set by controls: 0 for no effect and ±100 for the full control effect
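Galactose (100 uM) and ATP (35 uM) were turned over by 5 nM GALK for 1 h at RT. Kinase-Glo Plus then converted the remaining ATP into a luminescent signal.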
PKM2 activator = PKM2 (human) enzyme activation; purified PKM2, Kinase-Glo ATP luminescence, activation; response scale: 0% is enzyme alone, no compound; Potency, µM (highest dose often 57.5 µM), without a hit: at the highest dose activation, actives largely listed as activators; actives 0.34% (n = 260,000); P14618; note: potency is the fitted concentration of half-maximal effect; % is set by controls: 0 for no effect and ±100 for the full control effect; nearly all actives have a fitted effect of over 55% in size
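Kinase-Glo luminescence reports ATP generated from ADP (0.1 mM) and PEP (0.5 mM) by purified hPK-M2 after 1 h at room temperature, pH 7.2 imidazole buffer; intermediate enzyme activity allows detecting inhibitors and activators.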
USP2a inh = blocks human ubiquitin-specific protease USP2a | USP2 core, Ub-CHOP2 coupled fluorogenic reporter, 485/531 | AID 463254 | Potency, µM (doses to about 38.3 µM), without a hit: top-dose activity change, negative = inhibition, usual class: inhibitors | actives 0.01% (n = 330,000);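 note: potency is the fitted concentration of half-maximal effect; plate controls were DMSO wells for no effect and full inhibition by NEM control for full effect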
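USP2 core (10nM final) preincubated 30min RT with compound in 20mM Tris-HCl pH 8.0, 2mM CaCl2, 2mM beta-mercaptoethanol, 0.05% CHAPS; 25nM Ub-CHOP2 plus 25nM reporter substrate added, fluorescence (Ex485/Em531) read after 60min.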
TSHR antagonist = antagonists of human thyroid stimulating hormone receptor. P16473. TSHR-expressing cells, TSH-stimulated cAMP HTRF, 2 h; active compounds read low. activity change, negative = inhibition, % at 11.5 µM. actives 0.2% (n = 330,000);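 active = activity change below a set negative limit, meaning inhibition stronger than a set level, cut at about -70% in these data; inconclusive = activity change between two set negative limits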; note: % is set by controls: 0 for no effect and ±100 for the full control effect
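Cell-based HTRF cAMP assay; TSHR cells + compound, TSH EC80 (4nM final), 2 h, 37 deg C. Lysis with anti-cAMP cryptate and cAMP-d2, 30 min RT, read 665/620 nm.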
MBNL1-CUG inh = inhibitors of human MBNL1 binding to CUG repeat RNA. Q9NR56. TR-FRET MBNL1-His/biotin-(CUG)12 binding, 665/545 ratio. Potency, µM (doses to about 57.5 µM), for inactives: at the highest dose activity change, negative = inhibition, most hits filed as inhibitors. actives 0.036% (n = 280,000). AID 2675; active = well fitted inhibition curve with a large enough effect in the signal ratio, with a control signal flat, not every such curve was filed as active; inconclusive = small, poorly fitted or top-dose-only effect, or effect the other way, or a change in a side signal; inactive = no such curve, though single readings can be large or run the other way; the % refers to the signal ratio; note: potency is the fitted concentration of half-maximal effect; % is set by controls: 0 for no effect and ±100 for the full control effect
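Inhibition of protein-RNA binding appears as loss of TR-FRET between terbium anti-His antibody on MBNL1-His and streptavidin-XL665 on biotin-(CUG)12. Activity is normalized to buffer-only and uninhibited-complex controls.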
Chronic BCR inh = chronic active BCR signaling inhibition. ABC-DLBCL IkBa-CBG/CBR reporter, luminescence ratio, 4 h. Potency, µM (series often up to 46.1 µM), inactives show at the highest dose ratio change, negative = lower green/red ratio, usual class: inhibitors. actives 0.05% (n = 340,000). AID 493014; active = well fitted inhibition curve with a large enough effect in the signal ratio, with a control signal flat, not every such curve was filed as active; inconclusive = small, poorly fitted or top-dose-only effect, or effect the other way, or a change in a side signal; the % refers to the signal ratio;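 note: potency is the fitted concentration of half-maximal effect; plate controls were basal doxycycline-induced cells for no effect and cells given 10 µM MG132 for full effect; MG132 reads +100%, hits lower the ratio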
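TMD8 human ABC-DLBCL cells with doxycycline-inducible IκBα–green luciferase fusion and unfused red luciferase, in 0.5% FBS medium; compounds up to 46 uM, 4 h at 37C. Green/red luminescence ratio, filter-overlap corrected, fitted to concentration-response curves.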
The depositor's hits bear a star; i = inactive; ? = inconclusive; . = not tested or not shown; [ ] = another dose, or the depositor's remark. Unless noted, calls come from the whole dose curve; as a rule, active = well fitted curve in the direction sought with a large enough effect; inconclusive = small, poorly fitted or top-dose-only effect, or another doubt; inactive = no such curve, though single readings can be large; an effect the other way counts as inactive or inconclusive. These rows are one share of the data; rates above refer to the full screens.

SMILES	S-ASM inh	Eya2 phos inh	KCNH2 WT inh	Mito fusion yeast	Menin MLL FP TR	GALK inhibitor	PKM2 activator	USP2a inh	TSHR antagonist	MBNL1-CUG inh	Chronic BCR inh
CC(=O)N1CCN(c2ccc(NC(=O)c3ccc4c(c3)OCCO4)cc2Cl)CC1	-3%	3%	-8	1%	14%	2%	0%	-1%	-8	-3%	?
Cc1ccc(CNC(=O)Cc2noc3ccccc23)cc1	6%	0%	-5	6%	-13%	-2%	3%	-4%	18	-3%	?
C=CCN(Cc1cccc(OC)c1OC)S(=O)(=O)N(C)C	1%	6%	-6	2%	0%	1%	-1%	2%	10	-12%	-3%
CN(C(=O)CSc1n[nH]c(=O)[nH]c1=O)c1ccccc1	0%	-4%	-6	.	.	.	.	3%	.	.	-4%
CN1C(=O)CC(c2cn(Cc3ccccc3)c3ccccc23)C1=O (configuration not stated)	4%	16%	-22	2%	.	1%	16%	7%	6	4%	-10%
Cc1cccc(NS(=O)(=O)c2csc(C(N)=O)c2)c1	8%	?	-6	-10%	8%	2%	.	0%	3	-5%	-5%
Cc1ccc(NC(=O)CS(=O)CC(=O)NCC2CCCO2)cc1 (configuration not stated)	1%	-2%	3	-3%	-3%	1%	-1%	0%	5	-2%	3%
COCCn1c(-c2ccc(Cl)cc2)nc2c(c(=O)c3ccccc3n2C)c1=O	.	-14%	.	5%	-8%	2%	-7%	0%	6	?	6%
COc1ccccc1-c1noc(-c2ccccc2C(=O)NCC2CCCO2)n1 (configuration not stated)	-2%	2%	-8	17%	-14%	6%	.	-1%	-2	-3%	9%
Cn1ncc(N=Cc2ccccc2)c1C(N)=O	0%	2%	-5	-1%	10%	-3%	0%	-1%	-1	-2%	14%
Cc1ccc(-n2cc(CN3CCCN(C=O)CC3)c(-c3ccc(F)cc3)n2)cc1	-6%	-3%	-5	-3%	10%	1%	0%	-4%	25	-1%	4%
O=C(N/N=C/c1ccccc1O)c1cc[n+]([O-])cc1	2%	4%	-6	2%	4%	-1%	-1%	-1%	3	?	0%
CN1CCN(Cc2nc3c(c(=O)[nH]c(=O)n3C)n2Cc2c(F)cccc2Cl)CC1	-2%	-4%	13	2%	-19%	3%	-1%	-8%	1	-2%	-7%
COc1ccc(CCC(=O)N2CCCC(Nc3ccccc3)C2)cc1OC (configuration not stated)	3%	2%	5	-3%	-16%	5%	1%	-5%	9	-12%	0%
O=C(C1=C[C@@H](c2ccccc2)C[C@@H](OCc2ccc(CO)cc2)O1)N1CCCCCCC1	3%	-22%	-4	3%	0%	1%	-6%	-6%	6	12%	10%
O=C(Nc1cccc(NC(=O)c2cccc(F)c2)c1)c1ccccc1	-3%	-9%	-4	-17%	?	-6%	.	9%	2	17%	-6%
COc1ccc([C@@H](C)NC(=O)CCc2nnc(-c3cc(C)on3)o2)cc1	-3%	1%	-5	2%	14%	1%	-1%	-1%	0	?	-7%
CSc1cccc(NS(=O)(=O)c2cc(Br)cnc2N)c1	2%	4%	-9	?	.	3%	.	1%	3	-8%	6%
COc1ccccc1NC(=S)N(c1ccccc1)C(C)C	1%	13%	-9	6%	8%	0%	-1%	5%	29	-6%	6%
COc1ccc(CC(=O)N/N=C/c2c(C)n(C)c3ccccc23)cc1OC	-14%	-6%	-4	1%	.	-1%	5%	3%	-7	-1%	?
CCOC(=O)Cc1csc(NC(=O)c2ccc(C)c(S(=O)(=O)N3CCOCC3)c2)n1	-3%	22%	6	2%	.	.	.	-2%	-20	.	1%
COCc1nnc(NC(=O)CCN2C(=O)c3ccccc3C2=O)s1	7%	-11%	8	-1%	2%	0%	-2%	0%	2	0%	-11%
CCSc1ccc([C@@H]2[C@@H]3C(=O)N(CC)C(=O)[C@@H]3[C@]3(C(=O)OC)CCCCN23)cc1OC	0%	3%	.	15%	.	.	.	-2%	8	.	-12%
CCOC(=O)CSc1nnc(NCC(=O)OC)c(=O)[nH]1	2%	-16%	8	3%	.	1%	10%	1%	-8	11%	?
CCc1cc(=O)[nH]c(SCCC(F)=C(F)F)n1	2%	13%	-1	26%	-7%	1%	-5%	5%	12	-13%	3%
(more compounds)
SMILES	S-ASM inh	Eya2 phos inh	KCNH2 WT inh	Mito fusion yeast	Menin MLL FP TR	GALK inhibitor	PKM2 activator	USP2a inh	TSHR antagonist	MBNL1-CUG inh	Chronic BCR inh
CCCC(=O)Nc1nc2ccc(S(N)(=O)=O)cc2s1	0%	7%	0	-1%	-12%	-3%	1%	2%	-2	-2%	?
COc1ccccc1CNC(=O)COC(=O)c1cc(-c2ccco2)nc2ccccc12	181%[activator]	5%	7	-2%	?	1%	18%	-1%	-1	15%	?
CC1=C(C(=O)Nc2ccccc2)C(c2ccc(C)o2)n2c(s/c(=C/c3ccccc3)c2=O)=N1 (configuration not stated)	-9%	3%	-6	5%	-14%	2%	-2%	-10%	11	-1%	?
COc1ccccc1N1CCN(C(=O)CN(C2CCCCC2)S(C)(=O)=O)CC1	2%	-2%	3	4%	-29%	0%	5%	1%	7	1%	7%
Cc1c(O)ccc(C(=O)CN2C(=O)c3ccccc3C2=O)c1O	-10%	-39%	3	11%	?	-5%	-6%	1%	-9	?	?
O=C(Nc1ccccc1)/C(=C\c1ccco1)NC(=O)c1ccco1	-3%	10%	0	12%	19%	0%	25%	3%	0	21%	?
CCC/C(=N\NC(=O)c1ccc(OC)c(OC)c1)c1ccccc1	-2%	11%	-1	-3%	2%	-2%	-3%	-1%	-5	1%	?
CN(CC(=O)Nc1ccc(S(=O)(=O)N2CCCC2)cc1)CC(=O)Nc1cccc(F)c1	2%	-7%	12	5%	16%	1%	18%	-2%	4	-1%	-8%
O=C(Nc1ccc(Cl)cc1C(=O)NCC1CCCO1)c1ccc(Cl)cc1Cl (configuration not stated)	-3%	5%	-6	29%	2%	0%	7%	1%	4	-9%	?
CCOC(=O)C1CCN(C(=O)c2cccnc2Cl)CC1	-1%	-4%	1	1%	-6%	-1%	-2%	6%	-5	7%	-6%
Cc1cc(O)c(/C=N/Nc2cccc(Cl)c2)c(=O)o1	4%	3%	13	-13%	27%	-1%	1%	3%	9	4%	?
O=C(COc1ccc(Br)cc1CO)N1CCCc2ccccc21	-1%	7%	-1	9%	-7%	14%	1%	0%	2	2%	12%
CN(C)S(=O)(=O)N1CCN(c2ccccc2Cl)CC1	0%	20%	-1	-2%	-6%	-2%	-2%	2%	-9	-2%	0%
COc1cccc(-c2cc(=O)[nH][nH]2)c1	1%	-16%	i	?	25%	-3%	-7%	-5%	10	3%	?
COc1ccc(C(F)(F)F)cc1N/C=C\c1nnnn1-c1ccc(C)cc1	8%	?	-17	-1%	7%	-2%	0%	-1%	13	-4%	9%
Cc1ccccc1SCC(=O)Nc1cc(S(=O)(=O)N2CCOCC2)ccc1N1CCOCC1	2%	?	-12	4%	.	0%	-10%	1%	0	-11%	-3%
O=C(c1noc2c1CCc1ccccc1-2)N1CCOCC1	2%	-27%	-13	0%	-19%	4%	-7%	4%	-14	0%	?
CCn1c(-c2ccc3ncccc3c2)n[nH]c1=S	2%	8%	3	-3%	12%	-3%	1%	0%	-4	-10%	-1%
COc1cccc(/C=N/NC(=O)c2cc(C34CC5CC(CC(C5)C3)C4)[nH]n2)c1	-23%	2%	2	26%	8%	1%	-6%	-5%	5	0%	4%
COc1cccc(NC(=S)NCc2ccc3c(c2)cc(C)n3C)c1	-1%	1%	-10	0%	-9%	-1%	3%	7%	-3	5%	3%
CCOC(=O)C(Cc1ccccc1)C(=O)c1ccco1 (configuration not stated)	-2%	-4%	-46	3%	.	.	.	2%	6	.	-1%
Cc1ccc(-c2nnc(-c3ccccc3S(=O)(=O)Cc3ccc(Cl)cc3)o2)cc1	0%	-1%	4	-3%	-15%	1%	2%	3%	6	0%	?
COC(=O)c1sccc1NC(=O)c1cccc(OC)c1	-3%	19%	5	24%	1%	0%	-2%	2%	-18	10%	?
